FXIa mix inh: blocks human factor XIa in pooled compound mixtures | P03951 | purified FXIa, fluorogenic substrate | inhibition, % at 5 µM | actives 0.19% (n = 62,000) | AID 680;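 note: each value is inhibition by a whole ten-compound pool holding the compound; 0% = enzyme with no mixture and 100% = wells lacking enzyme; strong numbers were not always called active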
CatL inh: inhibitors of human cathepsin L. P07711. purified cathepsin L, fluorogenic substrate, fluorescence. inhibition, %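 (tested at 10 µM)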. actives 0.17% (n = 58,000). AID 460; in the data active = inhibition above about 45%;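 note: 0% = enzyme with no compound and 100% = no enzyme blank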
Target sequence (P07711 114-288 limits assumed): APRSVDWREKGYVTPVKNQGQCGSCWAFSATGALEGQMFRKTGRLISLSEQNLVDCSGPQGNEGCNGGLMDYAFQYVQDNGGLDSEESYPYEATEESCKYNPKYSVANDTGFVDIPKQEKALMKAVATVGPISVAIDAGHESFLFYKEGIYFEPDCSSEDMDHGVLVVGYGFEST
Target sequence (P07711 292-333 limits assumed): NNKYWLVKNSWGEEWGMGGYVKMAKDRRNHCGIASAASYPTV
C1s inh: human complement C1s inhibition. P09871. purified C1s, fluorogenic AMC substrate, pooled mixtures. mean inhibition % of two 10-compound mixtures (hits give high values), % at 5 µM (by protocol). actives 0.16% (n = 62,000). AID 538;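 active = inhibition above 20% in each of the two 10-compound mixture wells holding the compound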;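 note: 0% = enzyme wells lacking compound mixture and 100% = no-enzyme blank wells; some compounds called inactive have numbers as strong as hits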
CatB block: inhibitors of human cathepsin B. P07858. purified cathepsin B, fluorogenic substrate, fluorescence. inhibition, %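 (tested at 10 µM)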. actives 0.1% (n = 63,000). AID 453; in the data active = inhibition above about 21%;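 note: 0% = enzyme with no compound and 100% = no enzyme blank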
FXIIa inh mix: factor XIIa (human) inhibition, mixture screen | actives 0.2% (n = 62,000) | purified FXIIa, fluorogenic substrate, pooled mixtures | P00748 | inhibition, % at 5 µM;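 note: 0% = enzyme without compound and 100% = no enzyme blank; some results filed as inactive read as strong as hits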
Target sequence (P00748 20-372 limits assumed): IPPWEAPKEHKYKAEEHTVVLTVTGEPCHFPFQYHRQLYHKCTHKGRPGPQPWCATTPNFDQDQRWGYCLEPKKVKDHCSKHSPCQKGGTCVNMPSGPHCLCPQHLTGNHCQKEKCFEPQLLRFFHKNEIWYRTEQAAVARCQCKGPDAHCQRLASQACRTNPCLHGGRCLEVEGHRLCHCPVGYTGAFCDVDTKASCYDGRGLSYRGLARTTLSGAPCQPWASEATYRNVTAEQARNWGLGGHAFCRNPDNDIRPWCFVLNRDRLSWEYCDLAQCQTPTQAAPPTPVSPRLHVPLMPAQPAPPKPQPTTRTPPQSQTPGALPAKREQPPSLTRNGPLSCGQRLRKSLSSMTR
Target sequence (P00748 373-615 limits assumed): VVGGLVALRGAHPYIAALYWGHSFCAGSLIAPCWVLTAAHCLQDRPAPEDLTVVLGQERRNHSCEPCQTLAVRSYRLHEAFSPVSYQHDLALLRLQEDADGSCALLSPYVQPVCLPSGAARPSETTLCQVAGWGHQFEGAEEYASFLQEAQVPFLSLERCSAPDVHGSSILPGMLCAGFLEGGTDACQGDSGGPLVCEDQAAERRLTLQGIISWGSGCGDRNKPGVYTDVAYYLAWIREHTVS
A340 absorber: compounds absorbing at 340 nm; compound absorbance at 340 nm, fold over control; fold change at 10 µM; 65,000 tested, under 10 active;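 active = at 10 µM dose, initial 340 nm absorbance at least 2 fold that of control wells; inactive = change under 2 fold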;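 note: initial absorbance extrapolated from kinetic A340 decline of NADH oxidation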
CatS block: blocks human cathepsin S protease activity; P25774; recombinant cathepsin S, AMC dipeptide fluorescence, pooled mixtures; inhibition, %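 (tested at 5 µM per compound within 10-compound mixtures)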; actives 0.06% (n = 62,000); in the data active = inhibition above about 32%, passing the limit was not always enough; inconclusive = no clear call, values can overlap the other calls;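 note: 0% = enzyme without compound and 100% = blank without enzyme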
CatB mixtures: human cathepsin B inhibition by mixtures; Purified cathepsin B, AMC dipeptide fluorescence, compound mixtures; AID 488; actives 0.06% (n = 62,000); inhibition, %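 (ten-compound pools at 5 µM per compound and 50 µM total)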; in the data active = inhibition above about 22%, passing the limit was not always enough; inconclusive = no clear call, values can overlap the other calls;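 note: 0% = enzyme without compound and 100% = no enzyme blank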
Cathepsin G inh: inhibitors of human cathepsin G. P08311. purified enzyme, AMC-tetrapeptide fluorescence, pooled mixtures. inhibition, % at 5 µM (by protocol). actives 0.2% (n = 62,000);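 active = inhibition above 20% in each of the two mixture wells holding the compound; inactive = inhibition of 20% or less in either well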;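 note: 0% = enzyme control without mixture and 100% = blank lacking enzyme; strong numbers were not always called active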
Target sequence (P08311 21-244 limits assumed): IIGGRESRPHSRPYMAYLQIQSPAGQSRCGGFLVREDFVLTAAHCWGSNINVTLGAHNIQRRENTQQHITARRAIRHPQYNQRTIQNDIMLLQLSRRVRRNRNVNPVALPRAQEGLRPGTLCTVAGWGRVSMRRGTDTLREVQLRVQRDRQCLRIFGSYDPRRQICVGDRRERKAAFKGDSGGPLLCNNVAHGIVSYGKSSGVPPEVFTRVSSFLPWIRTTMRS
* marks the source's active call; other numbers are inactive results; ? = inconclusive; . = no result given. Cut-off read from the data, not from the text of the source, unless noted: active = inhibition above about 20% (passing the limit was not always enough); inactive = the rest. Only part of the results is shown; rates above refer to the full screens.

SMILES | FXIa mix inh | CatL inh | C1s inh | CatB block | FXIIa inh mix | A340 absorber | CatS block | CatB mixtures | Cathepsin G inh
O=C(c1ccco1)N1CCN(C(=O)c2oc(=O)c3ccccc3c2-c2ccccc2)CC1 | -2 | 9 | 1 | 1 | -20 | 1.1 | 3 | 2 | 7
COc1ccc(CCNC2CC(C)N(C)CC2C)cc1OC (stereo not given) | 4 | -4 | 25 | 2 | 3 | 1 | -2 | 4 | 10
COC(=O)c1ccc(CN2C(=O)c3ccccc3S2(=O)=O)cc1 | 1 | 5 | 10 | 3 | 8 | 1 | 13 | 1 | 8
Cn1c(=O)c2c(nc(SCCCC#N)n2Cc2c(F)cccc2Cl)n(C)c1=O | 1 | 16 | -17 | 5 | 8 | 0.98 | 10 | 5 | -4
O=C(NCCc1ccccc1)c1cc(-c2ccc3c(c2)OCO3)on1 | 7 | 10 | -16 | 5 | -1 | 1.1 | 2 | 0 | 9
COCCn1c(=S)[nH]c2cc(C(=O)N3CCN(c4ccc(F)cc4)CC3)ccc2c1=O | -28 | -11 | -217 | 2 | -12 | 1 | -25 | -11 | -19
O=C(O)C1CCCCC1C(=O)NCCCc1ccccc1 (stereo not given) | 26 | -1 | -15 | 7 | 2 | 1 | 15 | 1 | 13
CCc1ccc(NC(=O)CN(c2ccc3c(c2)OCO3)S(=O)(=O)c2c(C)noc2C)cc1 | 12 | . | 14 | 3 | -6 | 1 | ? | 8 | 9
Cc1cccc(N2CCN(C(=O)C3CCN(S(=O)(=O)c4cccc5cccnc45)CC3)CC2C)c1 (stereo not given) | 4 | . | 14 | -1 | -19 | 0.99 | -3 | 0 | 9
Cc1cc(NC(=O)c2noc3c2CCCCC3)no1 | -6 | 22 | -6 | 3 | 6 | 0.99 | -1 | -2 | -5
O=C(Nc1cccnc1)C1CC(c2ccc(Cl)c(Cl)c2)=NO1 (stereo not given) | 1 | . | 2 | . | 0 | 1.1 | 5 | -2 | 2
CCc1ccc2nc(N3CCN(C)CC3)c(C#N)cc2c1 | -1 | -5 | -11 | 2 | 4 | 1.1 | -1 | -6 | 6
O=C(Nc1ccc(O)cc1)c1cc(S(=O)(=O)N2CCCC2)ccc1Cl | 8 | . | -1 | 1 | 2 | 1.1 | -9 | 1 | -2
CCNS(=O)(=O)c1c(C)cc(N2CCCC2=O)cc1C | 2 | 0 | -14 | 2 | 5 | 0.98 | 1 | 2 | -6
CCOC(=O)c1[nH]c(C)c(C(=O)NC2CCCC2)c1C | 5 | . | 25 | 3 | 2 | 1.1 | 1 | 6 | 9
COc1cccc(NS(=O)(=O)c2cc(C)ccc2OC)c1 | 0 | -3 | -26 | 0 | 6 | 1 | -1 | -2 | -12
Cc1ccc(C2C3CN(C(C)C)CC=C3C(C#N)=C(N)C2(C#N)C#N)cc1 (stereo not given) | 7 | -8 | -44 | -4 | 13 | 0.99 | 0 | 1 | 1
COc1cccc(N2CCN(c3ncccn3)CC2)c1 | 3 | -4 | -28 | 2 | 3 | 1 | -5 | -5 | -5
CCCCC(=O)Nc1ccc(N2CCN(C(=O)CC)CC2)cc1 | 7 | -9 | -7 | 1 | 8 | 1 | -18 | -4 | -3
Cc1c(NC(=O)c2coc(=O)c(Br)c2)c(=O)n(-c2ccccc2)n1C | 9 | -13 | 2 | 3 | 0 | 1 | 18 | 2 | 13
Cc1nc(N2C(=O)C(=O)/C(=C(/O)c3ccccc3)C2c2ccco2)sc1C (stereo not given) | 13 | 22 | 20 | 2 | -15 | 1.1 | 14 | 6 | 20
CCC(C)OC(=O)C1=C(C)NC(=O)CC1c1ccccc1OC (stereo not given) | 3 | -8 | -1 | 0 | 12 | 1 | 0 | 1 | 2
O=C(c1cccc2ccccc12)N1CCC(N2CCN(c3ccccc3)CC2)CC1 | 1 | 8 | 2 | -2 | 12 | 1 | -4 | -2 | 8
CC(=O)c1ccc(NC(=O)CSc2nc3nc(C)cc(C)n3n2)cc1 | 1 | 5 | -16 | 6 | -2 | 1 | -4 | -1 | -2
CCn1c(=O)cc(OCC(=O)Nc2ccc(C)cn2)c2ccccc21 | 7 | 25 | 11 | 0 | 2 | 1 | 3 | 0 | 8
CC(C)(C)n1nnnc1C(c1cccs1)N1CCN(Cc2ccccc2)CC1 (stereo not given) | 17 | 2 | -12 | -5 | 7 | 0.99 | 13 | 10 | 3
CN=Cc1sc2ccccc2c1O | 10 | 6 | -11 | 4 | -3 | 1 | -8 | 1 | -3
COCCn1c(SCC(=O)c2ccccc2)nc2c(c1=O)SC(C)C2 (stereo not given) | 3 | -2 | 3 | -1 | 4 | 1 | 19 | 10 | 6
O=C(NCCN1CCCC1)c1ccc(Cn2c(=S)[nH]c3cc4c(cc3c2=O)OCO4)cc1 | 3 | 34 | 6 | 5 | 8 | 1 | 16 | 4 | 2
OC(COCc1ccccc1)CN1CCN(c2ccccc2)CC1 (stereo not given) | -2 | 19 | 3 | -4 | 7 | 1 | -5 | -1 | 3
Cc1ccc(-c2csc3nnc(SCC(=O)NCc4ccco4)n23)cc1 | 26* | 4 | -4 | -2 | 6 | 0.98 | 0 | -1 | 2
CCOC(=O)Cn1nnnc1C(C(C)C)N(Cc1cc2c(C)cc(C)cc2[nH]c1=O)C1CCCC1 (stereo not given) | 0 | 9 | -6 | 2 | 18 | 1 | 11 | 4 | -12
Cc1cccc(-n2c(CNC(=O)c3ccccc3)nnc2SCC(=O)Nc2nccs2)c1 | 8 | 15 | 3 | -2 | -2 | 1 | 6 | 0 | 1
CN(C)CCCOC(=O)c1ccc(Br)cc1 | 1 | 4 | -19 | -3 | -19 | 1.1 | 9 | -2 | -6
CC1CCCN(CCCNC(=O)CCn2nc(-c3ccccc3)ccc2=O)C1 (stereo not given) | 8 | 15 | -24 | -2 | 9 | 1 | 1 | 6 | 3
Cc1ccc(OCCNC(=O)c2ccccc2N)cc1 | 5 | . | 5 | 0 | -24 | 1 | 6 | 1 | 10
CCn1c(N)c(C(=O)NCc2ccco2)sc1=S | -2 | 24 | -1 | 6 | 5 | 1.1 | 20 | -1 | 2
O=C(O)CSc1nnc(-c2cccs2)n1-c1ccc(Cl)cc1 | 11 | 12 | 10 | 6 | 6 | 1 | 0 | 3 | 9
COc1cc(NC(=O)C2CCCCN2)ccc1OCC(C)C (stereo not given) | -2 | 11 | 7 | -4 | 3 | 1 | 2 | 3 | 9
CC(C)(C)C1CCc2c(sc3c2C(=O)NC(c2ccco2)N3)C1 (stereo not given) | 2 | 13 | -17 | 11 | 5 | 1 | 13 | 6 | -6
COc1ccc(CCNC(=O)c2cc(C(C)C)on2)cc1OC | 2 | -9 | 6 | 2 | -15 | 1 | -1 | -6 | 11
CC1(C)Cc2c(sc3c2c2ncnn2c2nnc(SCC(=O)NCc4ccco4)n32)CO1 | 5 | -1 | 10 | 0 | 5 | 1 | -8 | 3 | 8
O=C(CN1CCC(c2nc3ccccc3[nH]2)CC1)NCc1ccc2c(c1)OCO2 | 6 | -3 | -5 | -2 | 1 | 0.97 | 18 | 8 | 0
OC(COCc1cccs1)CN1CCCCCC1 (stereo not given) | 4 | -2 | 1 | -3 | -5 | 1 | -5 | 4 | -1
CN=C1SC(CC(=O)Nc2cccc(C(F)(F)F)c2)C(=O)N1C (stereo not given) | 2 | 0 | 12 | 4 | 5 | 1 | -6 | -1 | 7
O=C(CC(NS(=O)(=O)c1ccc(Cl)cc1)c1ccco1)NCc1ccco1 (stereo not given) | 4 | 13 | 15 | 6 | 70* | 1.1 | -4 | 1 | 10
CC(=O)Oc1cccc(N2C(=O)C3C4C=CC(C4=C(C)C)C3C2=O)c1 (stereo not given) | -3 | 7 | -11 | -4 | -1 | 1 | 16 | -2 | 1
Cc1cc(N2C(=O)C3C4c5ccccc5C(c5ccccc54)C3C2=O)no1 (stereo not given) | 4 | 5 | -14 | -1 | 7 | 1 | -2 | -4 | -4
CN(C)CCNC(=O)c1ccc(Cl)s1 | 3 | 18 | -13 | -2 | -13 | 1 | 8 | 8 | 0
O=C(c1ccccc1-c1ccccc1)N1CCN(c2ccccn2)CC1 | 0 | 10 | 4 | 2 | 4 | 0.99 | 1 | 4 | -3

New compounds follow.
SMILES | FXIa mix inh | CatL inh | C1s inh | CatB block | FXIIa inh mix | A340 absorber | CatS block | CatB mixtures | Cathepsin G inh
CCn1c(N2CCN(CC(=O)Nc3cccc(C)c3C)CC2)nc2ccccc21 | 3 | 23 | -20 | 7 | 9 | 1 | -8 | -2 | 0
C=C(C)CN(CC)c1nc(N)c(C#N)c(CC#N)c1C#N | 2 | . | 3 | 0 | -13 | 1.1 | -5 | 0 | 0
O=C(CCc1ccc(S(=O)(=O)N2CCOCC2)cc1)NCCc1ccccn1 | -1 | 6 | -9 | 2 | 3 | 0.99 | 2 | 4 | -4
Cc1c(C(=O)OC2CCCCC2)[nH]c2c1C(=O)CC(C)(C)C2 | 2 | -1 | 1 | 2 | 4 | 1 | -1 | 3 | -4
CC1(C)Cc2c(c(-c3ccccc3)nc(N3CCCC3)c2C(N)=O)CO1 | 16 | -8 | 1 | 5 | -19 | 1 | 6 | 0 | 10
N#Cc1cn(CC(=O)NCc2cccnc2)c2ccccc12 | 4 | 1 | -2 | 0 | -20 | 1.1 | -4 | 3 | -1
Cc1ccc(Cl)cc1N1CCN(S(=O)(=O)c2ccc3c(c2)oc(=O)n3C)CC1 | 10 | 1 | -3 | 2 | 31 | 1 | 17 | -1 | -3
CS(=O)(=O)N(CC(N)=O)c1ccc2c(c1)OCO2 | -1 | 32 | -18 | 4 | 5 | 1 | 11 | 2 | -6
CC(C)NC(=O)c1ccc2c(=O)n(C3CCCC3)c(=S)[nH]c2c1 | 8 | 25 | 4 | -1 | -4 | 1.1 | 10 | 7 | 3
Cc1ccc(-c2csc3ncnc(Sc4nnc(CN5CCCCCC5=O)o4)c23)cc1 | -6 | 7 | -3 | 3 | 3 | 1 | 1 | 1 | 5
CCOc1ccccc1N1CCN(C(=O)c2cc(C)oc2C)CC1 | 2 | 23 | 6 | 3 | 5 | 0.99 | 10 | 4 | 6
O=C(Nc1ccc2c(c1)OCO2)C1(S(=O)(=O)c2ccc(Cl)cc2)CC1 | 6 | -1 | 4 | -4 | 8 | 1 | -5 | 8 | 3
O=C(c1ccccc1NS(=O)(=O)c1cccs1)N1CCOCC1 | 6 | -6 | -3 | 3 | 10 | 1 | 6 | 6 | 1
COc1ccccc1N(CN1CCCC1=O)C(=O)c1ccccc1F | 3 | -1 | -10 | 4 | -15 | 0.97 | -4 | 3 | 8
CCC(=O)Nc1c(-c2ccc(OC)cc2)c(=O)c2ccccc2n1C | 10 | 9 | 8 | -1 | -23 | 1.1 | 13 | 4 | 12
COc1nc(N(C#N)CC(N)=O)nc(N2CCCC2)n1 | -22 | 1 | -1 | 37* | 1 | 0.97 | -4 | 23* | 0
CCN1C(=O)C2C(c3cccc(F)c3)NC(CC)(C(=O)OC)C2C1=O (stereo not given) | 3 | 0 | 7 | 6 | -1 | 0.97 | 10 | 2 | 13

Whole records, quoted from the list:
Entry for `C=C(C)CN(CC)c1nc(N)c(C#N)c(CC#N)c1C#N` = FXIa mix inh: 2; CatL inh: .; C1s inh: 3; CatB block: 0; FXIIa inh mix: -13; A340 absorber: 1.1; CatS block: -5; CatB mixtures: 0; Cathepsin G inh: 0
Entry for `O=C(c1ccccc1NS(=O)(=O)c1cccs1)N1CCOCC1` = FXIa mix inh: 6; CatL inh: -6; C1s inh: -3; CatB block: 3; FXIIa inh mix: 10; A340 absorber: 1; CatS block: 6; CatB mixtures: 6; Cathepsin G inh: 1
Entry for `CCCCC(=O)Nc1ccc(N2CCN(C(=O)CC)CC2)cc1` = FXIa mix inh: 7; CatL inh: -9; C1s inh: -7; CatB block: 1; FXIIa inh mix: 8; A340 absorber: 1; CatS block: -18; CatB mixtures: -4; Cathepsin G inh: -3
